Compound activity deposited in PubChem by National Center for Advancing Translational Sciences (NCATS).
ATXN2 expr inh: ATXN2 expression inhibition. HEK-293 ATXN2-luciferase reporter, luminescence, 24 h. Potency, µM (doses to about 57 µM), inactives show at the top dose activity change, negative = inhibition, actives largely listed as inhibitors. 360,000 compounds, 0.72% hits; note: potency is the fitted concentration of half-maximal effect; % is set by controls: 0 for no effect and ±100 for the full control effect; nearly all actives have a fitted effect of over 55% in size
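ATXN2-luciferase reporter cells (luciferase flanked by upstream and downstream ATXN2 gene portions) were treated 24 h at 37 °C with compounds at up to 57 uM. SteadyGlo luminescence gave expression; GF-AFC fluorescence gave viability.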
HepG2 tox: counter-screen for TGF-b inhibitors: cytotoxicity in HepG2 cells. HepG2 CAGA-GFP viability, ATP luminescence, 18 h. Potency, µM (highest dose often 46.1 µM), without a hit: at the top dose activity change, negative = cytotoxicity, hits mostly cytotoxic. 410,000 compounds, 0.76% hits. AID 588856; note: potency is the fitted concentration of half-maximal effect; some results filed as inactive show a strong effect at the top dose
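CellTiter-Glo luminescence gave cytotoxicity after 18 hours at 37 degrees C. The cells were HepG2 CAGA-GFP in 1% FBS DMEM, stimulated with 500 pg/mL TGF-beta after compound addition. %Activity was normalised to no-cell wells (complete cell-killing) and DMSO (no toxicity), and curves were fitted and classified.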
A549 viability: kills or reduces viability of A549 cells in Nrf2 counter-screen; A549 ARE-Fluc cells, CellTiter-Fluor viability, 18-24 h; Potency, µM (top dose mostly 46 µM), for inactives: at the highest dose activity change, negative = cytotoxicity, hits mostly inhibitors; 390,000 compounds, 0.16% hits; AID 504648; note: potency is the fitted concentration of half-maximal effect; % is set by controls: 0 for no effect and ±100 for the full control effect
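A549 ARE-Fluc cells in 5% FBS OPTI-MEM, 5000 cells/well, rested 2 h then exposed to compounds in concentration-response for 18-24 h at 37 °C. Viability by CellTiter-Fluor fluorescence (Ex 405/Em 525) after 30 min; luciferase luminescence (BugLite, 15 min, RT) read afterwards.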
IL1B secr inh: blocks inflammasome-driven IL-1 beta release; THP-1 LPS/ATP IL-1B secretion, AlphaLISA, 16 h; hits give low values; activity change, % at 57.5 µM; 360,000 compounds, 4.7% hits; in the data active = activity change below about -50%; inconclusive = mostly about -30% to -49%; note: % is set by controls: 0 for no effect and ±100 for the full control effect
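Secreted IL-1B measured by AlphaLISA bead assay after 16 h compound exposure of THP-1 cells; compounds (final up to 57.5 uM) added 1 h before LPS (250 ng/mL) and ATP (1.25 mM) stimulation; lower signal means less secretion.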
Nrf2 activator: Nrf2 pathway activation. 410,000 compounds, 0.31% hits. Potency, µM (highest dose often 46.1 µM), for inactives: at the top dose activation, actives largely listed as activators. AREc32 ARE-luciferase reporter (MCF7-derived line), luminescence, 24 h. AID 624171; note: potency is the fitted concentration of half-maximal effect; % of control where 0% means no effect; nearly all actives have a fitted effect of over 65% in size
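Reporter line AREc32 (ARE-Fluc), seeded overnight in OPTI-MEM with 5% FBS; compound pin-transferred, 24 hr at 37 deg C, 5% CO2; luminescent read-out.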
Nrf2 inh: Nrf2 pathway inhibition; 360,000 compounds, 2.1% hits; A549 ARE-Fluc reporter, luciferase luminescence, 18-24 h; Potency, µM (series often up to 46 µM), without a hit: top-dose activity change, negative = inhibition, actives largely listed as inhibitors; note: potency is the fitted concentration of half-maximal effect; % is set by controls: 0 for no effect and ±100 for the full control effect; nearly all actives have a fitted effect of over 60% in size
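Cells were seeded and rested 2 h, then exposed to compounds for 18-24 h. CellTiter-Fluor was read first as a viability measure. BugLite was added 15 min before the final luminescent read of ARE-luciferase activity in A549 cells.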
ATXN viability: reduces viability in counter-screen for ATXN expression inhibitors; S2 cells (HEK-293 line with an ATXN2-luciferase reporter) viability, CellTiter-Fluor protease fluorescence, 24 h; Potency, µM (top dose mostly 56.7 µM), hits mostly cytotoxic; 400,000 compounds, 0.49% hits; AID 651635; note: potency is the fitted concentration of half-maximal effect; nearly all actives have a fitted effect of over 40% in size
MCF10A rereplic: DNA re-replication induction in MCF 10a cells | MCF 10A DNA re-replication, Hoechst nuclear intensity, 48 h | Potency, µM (titrated, usually from 46.1 µM), for inactives: top-dose activity, positive = re-replication, usual class: activators | 350,000 compounds, 2.9% hits; note: potency is the fitted concentration of half-maximal effect; % of control where 0% means no effect; nearly all actives have a fitted effect of over 50% in size
TGFb SMAD3 inh: inhibitors of TGF-b signaling. HepG2 CAGA-GFP TGF-b/SMAD3 reporter, GFP fluorescence, 18 h; TGF-beta stimulated, 500 pg/mL final. Potency, µM (series often up to 46.1 µM), for the others: top-dose activity, negative = inhibition, most hits filed as inhibitors. 410,000 compounds, 1.2% hits; note: potency is the fitted concentration of half-maximal effect; % is set by controls: 0 for no effect and ±100 for the full control effect; nearly all actives have a fitted effect of over 65% in size
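First, reporter cells (HEPG2 CAGA-GFP) rested 2 h at 37 degrees C. Next, compounds were pinned in and TGF-beta added to 500 pg/mL final. After 18 h, GFP was imaged per cell and summed per well.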
* marks the source's active call; other numbers are inactive results; i = inactive; ? = inconclusive; · = not tested or not shown; & = joins results of further samples; [ ] = another dose, or the depositor's remark. Unless noted, calls come from the whole dose curve; as a rule, active = well fitted curve in the direction sought with a large enough effect; inconclusive = small, poorly fitted or top-dose-only effect, or another doubt; inactive = no such curve, though single readings can be large; an effect the other way counts as inactive or inconclusive.

SMILES	ATXN2 expr inh	HepG2 tox	A549 viability	IL1B secr inh	Nrf2 activator	Nrf2 inh	ATXN viability	MCF10A rereplic	TGFb SMAD3 inh
O=C(/C=C/c1ccccc1)N1CCC(N2CCC(C(=O)N3CCOCC3)CC2)CC1	1%	-33%	-1%	-15	0.1%	13%	i	-9%	?
O=C(Nc1ccc(Br)cc1)c1ccc(F)c(S(=O)(=O)NC2CCCCCC2)c1	·	-82%	?	·	-2.5%	?	·	·	?
CCOC(=O)c1ccc(N/C(=N\S(=O)(=O)c2ccccc2C)c2ccccc2)cc1	3%	-19%	-1%	-26	5.5%	-4%	i	0%	4%
Cc1ccc(S(=O)(=O)Nc2ccc3c(c2)C(=O)N([C@H](C)CO)C[C@H](C)[C@@H](CN(C)Cc2ccccc2)O3)cc1	2%	-19%	0%	-1	1.5%	-4%	i	22%	-1%
COc1ccc(-c2nc(CCl)cs2)cc1OC	-16%	-5%	4%	1	3.6%	-9%	·	-3%	-1%
O=C(NC1CCCCCC1)c1c(F)c(F)c(F)c(F)c1F	5%	-24%	0%	-91*	2.6%	3%	i	?	-3%
C/C(=N\O)c1cc(Cl)cc(Cl)c1O	20%	0%	-7%	-83*	-0.6%	5%	i	0%	-12%
Cc1cccc(C)c1NC(=O)C(NC(=O)c1ccccn1)c1ccc([N+](=O)[O-])cc1 (stereo not given)	-1%	-3%	6%	-4	0.1%	-22%	i	?	-1%
Nn1cnc2c(c1=O)C1(CCCCC1)Cc1ccccc1-2	-13%	11µM*	12%	0	2.1%	-28%	i	?	8.9µM*
COc1cccc(CN2CC(C(=O)NCCOc3ccccc3F)CCC2=O)c1 (stereo not given)	21%	4%	4%	22	-1.4%	9%	i	-2%	3%
O=C(Nc1nnc(-c2ccco2)o1)c1cccc(N2C(=O)CCC2=O)c1	12%	12%	-1%	24	4.2%	10%	i	10%	3%
O=C1C2CC=C(Cl)CC2C(=O)N1CCC[n+]1cccc2ccccc21 (stereo not given)	1%	-7%	4%	-15	0.2%	10%	i	-89%[inhibitor]	12%
[O-][N+]12CCCCC1CCCC2CO (stereo not given)	·	-44%	4%	-3	0.0%	6%	i	2%	-10%
CC(=O)c1cccc(NC(=O)COC(=O)C2CCCN2C(=O)c2cccs2)c1 (stereo not given)	-5%	-8%	8%	-3	0.1%	-4%	i	?	-18%
COc1ccc(N2CCN(C(=O)CCS(=O)(=O)c3ccc4c(c3)CCN4C(=O)C3CC3)CC2)cc1	-3%	-3%	3%	-6	-0.6%	?	i	?	-10%
CSc1ccc(COC(=O)CCS(=O)(=O)c2ccc(C)cc2)cc1	-9%	0%	-1%	5	1.6%	15%	i	3%	-9%
Cc1ccc(S(=O)(=O)N(c2cccc(C)c2)C2CCS(=O)(=O)C2)cc1 (stereo not given)	2%	14%	6%	20	0.0%	11%	i	1%	0%
CCOc1ccc(CCNC(=O)COC(=O)COc2ccc(C#N)cc2)cc1OCC	-4%	3%	-12%	16	-0.2%	-6%	i	1%	7%
O=[N+]([O-])c1cc(S(=O)(=O)N2CCCC2)ccc1N/N=C/c1ccncc1	2%	31%	0%	-8	0.4%[9.22 µM]	12%	?	4%	10%
CC(=O)N1c2ccccc2C2CCCC[C@H]21 (stereo not given in full)	5%	10%	5%	31	-0.9%	-10%	i	24%	17%

Of the compounds above, 2 contain a nitro group on carbon:
SMILES	ATXN2 expr inh	HepG2 tox	A549 viability	IL1B secr inh	Nrf2 activator	Nrf2 inh	ATXN viability	MCF10A rereplic	TGFb SMAD3 inh
Cc1cccc(C)c1NC(=O)C(NC(=O)c1ccccn1)c1ccc([N+](=O)[O-])cc1 (stereo not given)	-1%	-3%	6%	-4	0.1%	-22%	i	?	-1%
O=[N+]([O-])c1cc(S(=O)(=O)N2CCCC2)ccc1N/N=C/c1ccncc1	2%	31%	0%	-8	0.4%[9.22 µM]	12%	?	4%	10%

Continued.
SMILES	ATXN2 expr inh	HepG2 tox	A549 viability	IL1B secr inh	Nrf2 activator	Nrf2 inh	ATXN viability	MCF10A rereplic	TGFb SMAD3 inh
CCC(=O)NCCCc1nc(-c2ccccc2)no1	9%	4%	-1%	12	-0.9%	7%	i	-14%	1%
CCC(NC(=O)Nc1cc(OC)ccc1OC)c1c(-n2cccc2)sc2c1CCN(CC)C2 (stereo not given)	·	-36%	-11%	·	13%	24%	·	·	-24%
CC(C)N(C(=O)[C@H]1C[C@H](CC(=O)NCCC2=CCCCC2)C(=O)N2CCc3c([nH]c4cc(CCC(=O)N(C)C)ccc34)[C@]12C)C(C)C	-11%	-19%	-7%	-52*	6.4%	6%	?	?	?
COc1ccc(NC(=O)C2CCCN(S(=O)(=O)c3c(C)[nH]c(=O)[nH]c3=O)C2)cc1OC (stereo not given)	-27%&13%	-9%&1%	-3%&1%	-19	-0.2%&-0.5%	3%&8%	i	-7%	7%&-9%
Cc1nn(C)c2c1c(C(F)(F)F)cc(=O)n2CC(=O)NCc1ccccc1Cl	0%	-1%	4%	·	2.9%	?	i	·	11%
CCN1CCN(Cc2ccc(NC(=O)CC3Oc4ccc(C)cc4NC3=O)cc2)CC1 (stereo not given)	8%	0%	-2%	29	0.5%	10%	i	10%	1%
CCCNC(=O)C1CCC(Cn2c(=O)c3sccc3n(CC(=O)NCc3cccc(OC)c3OC)c2=O)CC1 (stereo not given)	15%	0%	-1%	·	-0.4%	-27%	i	·	-22%
CC(C)NC(=O)CCn1nc(-c2ccc(Cl)cc2)c2ccccc2c1=O	-11%[11.3 µM]	-11%	-3%	-25	0.1%	-12%	?	7%	-10%
Cc1ccc(-c2csc(NC(=O)CN3CCOCC3)n2)cc1	-24%	-5%	-4%	16	2.5%	-16%	i	?	?
Cc1nn(Cc2ccc(Cl)c(Cl)c2)c(C)c1NC(=O)c1sc2ccccc2c1Cl	-33%	-25%	-26%	-9	0.2%	15µM*	?	?	?
Cn1c(CO)cnc1SCC(=O)c1ccc(Cl)cc1	-17%	-45%	-8%	3	6.7%	?	i	1%	?
NC(=S)NN=C1Cc2cccc3cccc1c23	-11%	-20%	9%	-9	6.1%	?	i	-3%	?
CCOC(=O)c1cc2cc(OC)ccc2nc1C	8%	-23%	5%	-14	2.1%	-13%	i	1%	?
CCOC(=O)CNC(=O)c1cc2c(=O)oc3ccccc3c2s1	-2%	-2%	-4%	·	0.4%	5%[9.27 µM]	i	·	20%
CN(CC(=O)NCCc1ccccc1)S(=O)(=O)c1cnc[nH]1	16%	5%	-2%	-16	-0.1%	9%	i	6%	3%
COc1ccc(OC)c(N(CC(=O)Nc2cccc3ccccc23)S(C)(=O)=O)c1	-1%	0%	1%	4	-0.9%	?	?	-1%	12%
Cc1ccccc1OCCC(=O)OCC(=O)N1c2ccccc2NC(=O)C1(C)C	7%	-4%	-7%	-8	5.8%	12%	i	-4%	0%
CCN(CC)c1nc(NNC(=O)c2ccccc2)nc(N(CC)CC)n1	9%	-26%	0%	15	0.1%	10%	i	6%	?
O=C(Nc1ccc(Oc2cccc(C(F)(F)F)c2)nc1)c1cccs1	?	-43%	1%	-78*	0.3%	16µM*	i	?	?
C=CCOc1c(Cl)cc(C(=S)N2CCCC2)cc1OCC	-25%	-14%	?	2	0.2%	-1%	i	12µM*	-19%

An excerpt from further up, as a working copy:
SMILES	ATXN2 expr inh	HepG2 tox	A549 viability	IL1B secr inh	Nrf2 activator	Nrf2 inh	ATXN viability	MCF10A rereplic	TGFb SMAD3 inh
CCC(=O)NCCCc1nc(-c2ccccc2)no1	9%	4%	-1%	12	-0.9%	7%	i	-14%	1%
CCC(NC(=O)Nc1cc(OC)ccc1OC)c1c(-n2cccc2)sc2c1CCN(CC)C2 (stereo not given)	·	-36%	-11%	·	13%	24%	·	·	-24%
CC(C)N(C(=O)[C@H]1C[C@H](CC(=O)NCCC2=CCCCC2)C(=O)N2CCc3c([nH]c4cc(CCC(=O)N(C)C)ccc34)[C@]12C)C(C)C	-11%	-19%	-7%	-52*	6.4%	6%	?	?	?
COc1ccc(NC(=O)C2CCCN(S(=O)(=O)c3c(C)[nH]c(=O)[nH]c3=O)C2)cc1OC (stereo not given)	-27%&13%	-9%&1%	-3%&1%	-19	-0.2%&-0.5%	3%&8%	i	-7%	7%&-9%
Cc1nn(C)c2c1c(C(F)(F)F)cc(=O)n2CC(=O)NCc1ccccc1Cl	0%	-1%	4%	·	2.9%	?	i	·	11%
CCN1CCN(Cc2ccc(NC(=O)CC3Oc4ccc(C)cc4NC3=O)cc2)CC1 (stereo not given)	8%	0%	-2%	29	0.5%	10%	i	10%	1%
CCCNC(=O)C1CCC(Cn2c(=O)c3sccc3n(CC(=O)NCc3cccc(OC)c3OC)c2=O)CC1 (stereo not given)	15%	0%	-1%	·	-0.4%	-27%	i	·	-22%
CC(C)NC(=O)CCn1nc(-c2ccc(Cl)cc2)c2ccccc2c1=O	-11%[11.3 µM]	-11%	-3%	-25	0.1%	-12%	?	7%	-10%
Cc1ccc(-c2csc(NC(=O)CN3CCOCC3)n2)cc1	-24%	-5%	-4%	16	2.5%	-16%	i	?	?
Cc1nn(Cc2ccc(Cl)c(Cl)c2)c(C)c1NC(=O)c1sc2ccccc2c1Cl	-33%	-25%	-26%	-9	0.2%	15µM*	?	?	?
Cn1c(CO)cnc1SCC(=O)c1ccc(Cl)cc1	-17%	-45%	-8%	3	6.7%	?	i	1%	?
NC(=S)NN=C1Cc2cccc3cccc1c23	-11%	-20%	9%	-9	6.1%	?	i	-3%	?
CCOC(=O)c1cc2cc(OC)ccc2nc1C	8%	-23%	5%	-14	2.1%	-13%	i	1%	?
